UTI89 phage lysis: inhibition of K1F phage lysis, E. coli UTI89, bacterial capsule biogenesis inhibitors, alamar blue (AID 488966); E. coli UTI89 K1F phage lysis, alamar blue, 2 h; higher % means a stronger effect; inhibition, % at 100 µM, or IC50 in µM where a hit was titrated; hit rate 0.02% among 340,000;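 active = phage lysis inhibition, versus mean bacterial control, above a set limit; inconclusive = no clear call, values can overlap the other calls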;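 also: capsule biogenesis inhibitors block K1F phage lysis so surviving cells raise fluorescence; higher fluorescence means more inhibition of phage lysis; actives were called in the ten point dose series up to 300 µM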
RSV antiviral HEp-2: RSV antiviral activity via CPE protection, HEp-2 cells, primary 10 µM value included (AID 2391); HEp-2 cells, RSV-induced CPE inhibition; higher % means a stronger effect; one-dose CPE inhibition, % at 10 µM; IC50 in µM for titrated hits; hit rate 0.13% among 310,000; in the data active = a potency from the dose series; inconclusive = CPE inhibition mostly from about 23% at the one dose, without a potency; inactive = the rest, 99 in 100 with CPE inhibition below about 21%; also: strong numbers were not always called active
T cell HTS: modulators of CD8 T cell-vesicle binding, primary screen, mouse 2C CD8+ T cells, flow cytometry. 2C CD8+ T cell-vesicle binding; active compounds read low. calls only at 7 µM. hit rate 0.068% among 330,000;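 active = response, share of CD8 T cells binding vesicles, and their 90th percentile fluorescence all below set limits, cut at about 80% in these data, passing the limit was not always enough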
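Benchmarks: naked versus QL9-loaded vesicles / Assay system: purified 2C TCR transgenic mouse naive CD8+ T cells / Technique: high-throughput flow cytometry with anti-B7-1 and anti-CD8 staining / Timing: Cell–vesicle co-incubation 1.5 h at 37 °C, staining 20 min on ice / Read-out: percent CD8+ FL2 mean versus row control / Probe or stimulus: QL9-loaded Drosophila micro-vesicles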
TNAP activation fold: human TNAP enzyme activators, primary screen, biochemical, luminescent, no phosphate acceptor, uHTS (AID 1001) | Alkaline phosphatase, tissue-nonspecific isozyme (Homo sapiens) | purified TNAP, luminescent activation assay, no phosphate acceptor; higher activation fold means a stronger effect | activation fold at 20 µM; hits with a dose series show EC50 in µM | hit rate 0.03% among 200,000; in the data active = activation fold from about 3, or a potency from the dose series; inactive = the rest, 99 in 100 with activation fold below about 1.6; also: many of its hits are not listed in these tables
West Nile antiviral: West Nile virus antiviral activity, cell-based, CPE readout (AID 1621); West Nile virus-infected cells, CPE inhibition; higher % means a stronger effect; CPE inhibition, % at 10 µM, or IC50 in µM where a hit was titrated; hit rate 0.02% among 290,000; in the data active = a potency from the dose series; inconclusive = CPE inhibition mostly from about 3.7% at the one dose, without a potency; inactive = the rest, 99 in 100 with CPE inhibition below about 2.2%; also: strong numbers were not always called active
M1AAP inhibition: P. falciparum M1AAP inhibitors, biochemical, fluorogenic H-Leu-NHMec substrate, 1536-well (AID 1445); recombinant M1AAP, H-Leu-NHMec fluorogenic kinetic assay; higher % means a stronger effect; hit rate 0.42% among 220,000; Aminopeptidase N (Plasmodium falciparum (isolate 3D7)); one-dose inhibition, % at 30 µM; IC50 in µM for titrated hits;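 active = primary inhibition above the hit cutoff, then over 50% inhibition at one or more dose response concentrations, cut at about 23% in these data, passing the limit was not always enough; inconclusive = conflicting primary data, or primary hits not chosen for dose response; inactive = low primary inhibition, or under 50% at every dose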;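 also: plate controls were DMSO full reaction for no effect and no enzyme background for full effect; strong numbers were not always called active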
M17LAP inhibition: P. falciparum M17LAP inhibitors, primary screen, biochemical, fluorogenic H-Leu-NHMec substrate, 1536-well (AID 1619); one-dose inhibition, % at 30 µM; IC50 in µM for titrated hits; Leucine aminopeptidase (Plasmodium falciparum (isolate 3D7)); recombinant M17LAP, H-Leu-NHMec fluorogenic kinetic assay; higher % means a stronger effect; hit rate 0.38% among 220,000;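 active = compound inhibiting the enzyme by more than half at any dose during confirmatory dose-response retesting; inconclusive = strong single-dose inhibitors picked by rank but not retested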;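 also: plate controls were full reaction with DMSO carrier for no effect and no enzyme background for full effect; strong numbers were not always called active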
human PMI inhibitors: human PMI inhibitors, high substrate, primary screen, biochemical, fluorescence intensity, high mannose 6-phosphate (AID 1220) | recombinant PMI enzyme, coupled fluorescence intensity; higher % means a stronger effect | Mannose-6-phosphate isomerase (Homo sapiens) | hit rate 0.66% among 190,000 | one-dose inhibition, % at 20 µM; IC50 in µM for titrated hits
PMI inhibitors: inhibitors of human PMI, primary screen, biochemical, fluorescence intensity, coupled assay (AID 1209) | Mannose-6-phosphate isomerase (Homo sapiens) | purified PMI enzyme, coupled fluorescence intensity; higher % means a stronger effect | inhibition, % at 20 µM, or IC50 in µM where a hit was titrated | hit rate 0.42% among 190,000;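 also: plate controls were DMSO vehicle for no effect and wells lacking substrate for full effect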
T cell HTS vesicle-bound %: further read-out of T cell HTS, marked with its call; double positive events, %; measured here: CD8+ vesicle-bound cell fraction;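 binding gate set so that unloaded-vesicle control wells show 10% double positive cells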
* marks the source's active call; other numbers are inactive results; i = inactive; ? = inconclusive; . = not tested or not shown; & = joins results of further samples; [ ] = another dose, or the depositor's remark. Rule as the data show it, unless noted: active = inhibition above about 50%; inactive = the rest. No enrichment for hits; about 1.5% have a hit in one of these screens.

No.	structure	RSV antiviral HEp-2	UTI89 phage lysis	M17LAP inhibition	T cell HTS	T cell HTS vesicle-bound %	TNAP activation fold	human PMI inhibitors	PMI inhibitors	West Nile antiviral	M1AAP inhibition
1	CCN1C(Nc2ccccc2)=NC[C@@H]1CC(C)C	-1.4%	0.4%	.	i	30	.	.	.	-0.6%	.
2	Nc1c(C(=O)c2ccc(F)cc2)oc2ccccc12	6.2%	1.0%	7%	i	9	1	-30%	-22%	1.3%	9%
3	CCOC(=O)c1cc(-c2ccccc2)sc1NC(=O)C(C)(C)C	0.1%	0.8%	3%	i	5	1	4%	9%	0.2%	-14%
4	CC(=O)Oc1ccc(NC(=O)CCC2CCCCC2)c(C(=O)O)c1	1.3%	1.3%	39%	i	63	1.1	-19%	-17%	0.1%	-3%
5	COc1ccccc1N1CCN(/N=C\c2cccnc2)CC1	2.1%	0.4%	.	i	62	.	.	.	0.2%	.
6	COc1ccc(Cc2nc(-c3ccccn3)no2)cc1	1.8%	1.1%	-3%	i	42	1	-6%	-2%	-0.2%	1%
7	COc1ccc(S(=O)(=O)N2CC(C(=O)O)Oc3ccccc32)cc1 (stereo not drawn)	1.3%	0.2%	.	i	18	.	.	.	-0.5%	.
8	CCOC(=O)c1ccc(NC(=O)c2nn(C)cc2Br)cc1	-0.3%	1.6%	-7%	i	4	1.1	2%	1%	0.4%	1%
9	O=S(=O)(Nc1ccc2c(c1)OCO2)c1ccccc1	-0.4%	0.3%	5%	i	7	1.1	-8%	-5%	-0.1%	5%
10	CC12CCC(=O)N1C(C(=O)Nc1cc(S(=O)(=O)N3CCCCCC3)ccc1OCC(F)(F)F)CS2 (stereo not drawn)	1.8%	2.9%[50 µM]	.	i	37	.	.	.	0.6%	.
11	CC(=O)Nc1cccc(/C(C)=N\NC(=O)c2ccc(Cn3nc([N+](=O)[O-])c(Cl)c3C)o2)c1	2.7%	2.1%[50 µM]	8%	i	5	1.1	12%	17%	-0.4%	-3%
12	OC(COCc1cccs1)CN1CCN(c2ccccc2Cl)CC1 (stereo not drawn)	1.6%	-9.4%	-3%	i	32	1.1	6%	9%	-0.8%	2%
13	COc1ccc(NC(=O)c2ccc(-n3nc(C)c[n+]3[O-])cc2)cc1	2.2%	0.3%	5%	i	57	1	4%	10%	0.0%	3%
14	COc1ccccc1C(=O)n1nc(-c2ccccc2)nc1N	2.0%	-0.3%	8%	i	58	0.8	22%	22%	0.3%	2%
15	Cc1oc2ccc(OCc3ccc(Cl)cc3)cc2c1C(=O)O	0.6%	0.8%	6%	i	16	.	.	.	0.0%	6%
16	O=C(COC(=O)c1ccc(Cl)c(Cl)c1)Nc1cccnc1Cl	1.1%	4.4%	-10%	i	50	1.1	-3%	-4%	1.0%	1%
17	O=C(c1ccco1)N1CCN(C(=O)C2CCCc3c2[nH]c2ccc(Cl)cc32)CC1 (stereo not drawn)	16µM*	-0.3%	9%	i	46	1	4%	7%	-0.2%	0%
18	O=C(N/C(=C\c1ccc(O)cc1)C(=O)N1CCCCC1)c1ccccc1	2.1%	2.8%	.	i	11	.	.	.	0.5%	.
19	CN(C)c1ccc(/C=C(\C#N)c2ccccc2)cc1	.	-0.2%	-5%	.	.	.	.	.	-0.5%	4%
20	Cc1ccc(Nc2nc(N)nc(CSC(=S)N3CCOCC3)n2)cc1	1.1%	-0.1%	4%	i	17	1.1	1%	3%	0.0%	10%
21	CC(C)Oc1cccc(-c2cc(C(=O)NN3CCOCC3)c3ccccc3n2)c1	1.7%	-0.1%	.	i	62	.	.	.	-0.1%	.
22	O=c1c2cc(Cl)cc(Cl)c2nc2n1CCC2	0.8%	0.4%	3%	i	15	1.2	-3%	-1%	0.2%	9%
23	Cc1cc(C)cc(OCC(=O)Nc2ccc3c4c(cccc24)CC3)c1	1.5%	0.2%	-1%	i	18	1.1	3%	10%	0.2%	1%
24	O=C(NCCn1c(-c2ccncc2)nc2ccccc21)[C@H]1CCCN1c1nc(CN2CCCCC2)cs1	-0.4%	-1.3%	.	i	10	.	.	.	0.8%	.
25	COc1ccc(Cn2c(O)c(C=Nc3ccc(O)cc3)c3ccccc3c2=O)cc1	-1.7%	-0.1%	-5%	i	21	0.9	24%	-4%	-1.5%	7%
26	Clc1cccc(Cl)c1Cn1ccc(C2CC2)n1	3.0%	0.4%	-1%	i	36	1.1	-4%	-7%	-0.5%	-1%
27	O=C(Nc1cccc(Cl)c1)c1ccc(S(=O)(=O)NCC2CCCO2)cc1 (stereo not drawn)	9.8%	-1.1%	.	i	32	.	.	.	-0.7%	.
28	Cc1[nH]c(=O)[nH]c(=O)c1S(=O)(=O)NCCOC12CC3CC(CC(C3)C1)C2	0.9%	0.0%	4%	i	50	1	-2%	7%	-0.1%	11%
29	O=C(COC(=O)c1cn(-c2ccccc2)nc1-c1ccccc1)Nc1ncc(Cl)cc1Cl	2.3%	0.2%	0%	i	54	.	.	.	0.1%	1%
30	Nc1nn(-c2cccc(F)n2)cc1-c1ccccc1	.	-0.5%	-1%	.	.	1.2	-1%	-5%	-0.2%	1%
31	O=C(c1ccc(OCCN2CCCCC2)cc1)c1c(-c2ccc(O)cc2)sc2cc(O)ccc12	0.1%&-3.4%	13%&9.7%	.	i	19&26	.	.	.	3.4%	.
32	Cc1nnc(SCC(=O)N2CCC(Cc3ccccc3)CC2)n(N)c1=O	0.1%	-0.5%	-1%	i	57	1	18%	8%	-0.1%	-1%
33	CCc1nc(Cl)c(C#N)c2c1CSC(C)(C)C2	19%	0.1%	-8%	i	59	1	7%	8%	0.2%	0%
34	CCOC(=O)CC1COCCN1C(=O)c1cc(COc2ccc(F)cc2Cl)on1 (stereo not drawn)	1.5%	1.0%[50 µM]	.	i	14	.	.	.	-0.7%	.
35	COc1ccc(N(C(=O)CNC(=O)c2ccco2)C(C(=O)NC2CCCC2)c2cccnc2)cc1 (stereo not drawn)	-0.2%	0.2%	.	i	24	.	.	.	-0.2%	.
36	CCC1CCCCN1CCCNC(=O)c1ccc2c(c1)N(Cc1ccc(F)cc1)C(=O)c1ccccc1S2=O (stereo not drawn)	-0.1%	0.0%	.	i	4	.	.	.	0.4%	.
37	CC1(C)Oc2ccc3ccc(=O)oc3c2/C(=C/NCCN/C=C2\C(=O)C(C)(C)Oc3ccc4ccc(=O)oc4c32)C1=O	2.3%	.	0%	i	56	1.2	-4%	-5%	.	7%
38	Cc1cccc(NC(=O)c2ccc(S(=O)(=O)N(C)C)cc2)n1	0.6%	0.2%	11%	i	48	1.1	5%	8%	-0.2%	0%
39	O=S(=O)(NCc1csc(-c2cccnc2)n1)c1ccc(Cl)s1	1.2%	1.4%	10%	i	42	0.9	-9%	4%	-0.4%	10%
40	OC(COc1ccc(F)cc1Cl)CN1CCc2ccccc2C1 (stereo not drawn)	1.3%	-0.2%	.	i	55	.	.	.	-1.2%	.
41	Cc1cc(=O)cc(C)n1-c1ccccc1N1CCOCC1	1.4%	0.5%	10%	i	12	1.2	2%	4%	1.5%	1%
42	N/C(=N\OC(=O)c1ccc(Cl)cc1Cl)c1ccncc1	0.2%	-0.1%	3%	i	48	.	.	.	-0.5%	6%
43	Cc1ccc(C(=O)O/N=C2\CC3CCC2(C)C3(C)C)cc1 (stereo not drawn)	1.5%	0.3%	-5%	i	33	1.1	-2%	-1%	0.7%	-1%
44	COc1cccc(N2CCN(C3CC(=O)N(c4cccc(Cl)c4)C3=O)CC2)c1 (stereo not drawn)	1.1%	0.1%	13%	i	22	1.1	6%	9%	-0.4%	7%
45	COc1ccc(N2C(=O)CC(NNC(=O)c3ccco3)C2=O)cc1 (stereo not drawn)	-0.7%	0.7%	10%	i	49	1.1	-5%	-6%	-0.2%	0%
46	C=CCC(C(=O)NC(C)c1ccccc1)C(=O)NC(C)c1ccccc1 (stereo not drawn)	0.5%	0.1%	.	i	35	.	.	.	-1.1%	.
47	Cc1cc(C(=O)NC2CCCc3c2cnn3-c2ccc(C)c(C)c2)no1 (stereo not drawn)	-0.2%	0.2%	.	i	43	.	.	.	-0.9%	.
48	Cc1cccc(NC(=O)CCCn2cc([N+](=O)[O-])cn2)n1	3.8%	1.1%	-2%	i	27	0.9	0%	-4%	0.7%	-2%
49	O=C(NCC(=O)N1CCCC1C(=O)O)OC1CCCCC1 (stereo not drawn)	3.0%	0.4%	39µM*	i	24	1.2	7%	10%	0.2%	-1%
50	CCN(CC)S(=O)(=O)c1ccc2c(c1)nc(CCC(=O)Nc1ccc3c(c1)OCO3)n2CC	3.7%	5.9%	17%	i	39	1.1	18%	9%	2.5%	-15%
51	Cc1ccc(Cn2c(=N)c(C(=O)NCC3CCCO3)cc3c(=O)n4cccc(C)c4nc32)cc1 (stereo not drawn)	9.6%	0.0%	.	i	2	.	.	.	0.2%	.
52	CCCCNC(=S)NCC(c1ccccc1)c1c[nH]c2ccccc12 (stereo not drawn)	-2.6%	0.0%	.	i	42	.	.	.	-0.3%	.
53	COc1cccc(N2C(=O)CC(N3CCN(S(=O)(=O)c4ccccc4)CC3)C2=O)c1 (stereo not drawn)	-0.8%	-0.1%	6%	i	61	1	-6%	-9%	0.1%	1%
54	Cc1cccc(C(=O)NC(=S)Nc2ccc(S(=O)(=O)N3CCN(C)CC3)cc2)c1	-0.5%	-0.3%	10%	i	36	0.7	1%	16%	-0.3%	8%
55	O=S(=O)(NCCCN1CCN(c2ccccc2F)CC1)c1cccc2cccnc12	-0.4%	?	15%	i	33	1.1	6%	1%	-1.2%	1%
56	CCN(CC)CCN1C(=O)C2C(C(=O)Nc3cccc(C)c3)C3C=CC2(O3)C1C(=O)NC1CCCC(C)C1C (stereo not drawn)	0.0%	0.4%	.	i	10	.	.	.	-0.8%	.
